RNase H inhibition: RNase H inhibition, HIV 1 Gag Pol polyprotein, FRET biochemical assay, screening (AID 372). inhibition, % at 10 µM; hits with a dose series show IC50 in µM. hit rate 0.77% among 100,000. HIV-1 RT RNase H, FRET RNA/DNA substrate fluorescence; higher % means a stronger effect; in the data active = inhibition above about 50%
The depositor's hits bear a star. Some of the compounds tested; the hit share may differ from the screen's.

SMILES	RNase H inhibition
CCCCCCCCCCCCCCCCCCN=CC1=C(O)CC(C)(C)CC1=O	23%
CCc1nnc(NC(=O)CSc2nc3ccccc3[nH]2)s1	7%
CCN(CC)CCCNS(=O)(=O)c1ccc(Cl)cc1	3%
O=S(=O)(Nc1ccc(NS(=O)(=O)c2ccccc2)c(Cl)c1)c1ccccc1	9%
COc1ccc(/C=C/C(=O)C2(OC(C)=O)CCCCC2)cc1	7%
COc1cc(NC(=O)/C=C/c2ccc(Cl)cc2Cl)ccc1NC(=O)c1cc2ccccc2o1	37%
Cc1cc(/C=C(\C#N)C(=O)Nc2ccccc2)c(C)n1-c1ccc(Sc2ccc([N+](=O)[O-])cc2)cc1	8%
CC1CC(Nc2ccccc2)c2ccccc2N1C(=O)c1ccc(Cl)c(Cl)c1 (stereo not given)	14%
CCOc1cc(C(=O)Nc2ccc(F)cc2)cc(OCC)c1OCC	10%
COc1ccc(C(=O)Nc2ccc(Br)cc2F)c(OC)c1	9%
CC(=O)Nc1ccccc1NC(=O)c1ccc(Cl)cc1	0%
COc1ccccc1C1NC(=O)CS1 (stereo not given)	0%
COc1ccc(N2CC(C(=O)N/N=C/c3ccc([N+](=O)[O-])cc3)CC2=O)cc1 (stereo not given)	2%
O=C1c2ccc(Oc3ccc4c(c3)C(=O)N(c3ccc(S)cc3)C4=O)cc2C(=O)N1c1ccc(S)cc1	15%
Cc1ccc(N(CC(=O)Nc2ccccc2Br)S(C)(=O)=O)cc1Cl	8%
CCOc1cc(/C=C2\C(=O)NC(=S)N(c3ccc(Cl)cc3Cl)C2=O)cc(I)c1OCC	0%
CN(C)/C=C1\N=C(c2cccc(F)c2)OC1=O	7%
Cc1nn(-c2ccc(Cl)c(Cl)c2)c(=O)c2ccccc12	0%
CCCS(=O)(=O)c1c(S(=O)(=O)CCC)c2c(C)cc(C)cn2c1C(=O)c1ccccc1	1%
COc1cc(/C=C2/C(=O)N(c3ccc(Cl)c(Cl)c3)N=C2C)ccc1OC(C)=O	12%
COc1ccc(NC(=S)NC(=O)c2ccc(C)cc2)cc1Cl	12%
COc1cccc(C(=O)/C=C/c2ccccc2Cl)c1	15%
Cc1ccc(NC(=O)CCC(=O)n2nc(C)cc2C)c(C)c1	4%
CCSc1nc2ccc([N+](=O)[O-])cc2[nH]1	9%
CC1(C)CC(NC(=S)Nc2ccccc2)CC(C)(C)N1	0%
O=C(COc1ccc2c(c1)oc(=O)c1ccccc12)c1ccccc1	1%
COc1ccc(/C=c2\oc3cccc4c(OC)ccc(c2=O)c34)cc1OC	5%
O=C1CC(NCc2ccccc2)C(=O)N1c1cccc(Cl)c1 (stereo not given)	0%
O=Cc1ccc(/C=C2/NC(=S)NC2=O)cc1	5%
O=CN1CCN(C(=O)c2ccc(Cl)c(Cl)c2)CC1	4%
CCOc1ccc(C(=O)Nc2cccc3ccccc23)cc1Cl	24%
COc1ccc(S(=O)(=O)N(CCc2ccccc2)CC(=O)Nc2cccc3ccccc23)cc1	18%
O=C(NCc1ccco1)C(=O)Nc1nc(C23CC4CC(CC(C4)C2)C3)cs1	4%
CCCN1CCC(=NNC(=O)c2cccc([N+](=O)[O-])c2)CC1	0%
O=C(Nc1ccc(OC(F)(F)F)cc1)c1ccc2ccccc2c1	1%
CCCC(=O)Nc1cccc(-c2nc3cc(Cl)ccc3o2)c1C	10%
Cc1ccc(NC(CC(=O)O)C(=O)O)cc1 (stereo not given)	4%
NC(=O)c1ccccc1N=Cc1ccc(Cl)c([N+](=O)[O-])c1	8%
CCc1c(C#N)c(N)nc(SCC(=O)c2cc3ccccc3oc2=O)c1C#N	21%
O=C(Nc1ccc(Cl)c(C(F)(F)F)c1)c1ccco1	10%
N#Cc1ccc(/C=N/NC(=O)COc2ccc(Cl)cc2Cl)cc1	16%
COc1ccc(C=NC2=NN(c3ccccc3)CC2)cc1	8%
COc1ccc(NC(=O)c2cccc(Cl)c2)cc1	6%
Cc1ccc2oc(-c3cc(NC(=O)c4ccc(Cl)cc4Cl)ccc3O)nc2c1	2%
O=C(CC12CC3CC(CC(C3)C1)C2)NC1CCCCC1	1%
CN1C(=O)NC(=O)/C(=C/c2ccc(-c3ccc([N+](=O)[O-])cc3Cl)o2)C1=O	55%*
CCOC(=O)c1cc(CC)sc1/N=C/c1c(O)[nH]c(=O)[nH]c1=O	32%
O=C1NCC2=C1C(c1ccccc1)Nc1ccccc1N2 (stereo not given)	11%
O=C(c1ccc(Br)cc1)N1CCN(c2ccc([N+](=O)[O-])cc2Cl)CC1	8%
Cc1ccc(C2C3=C(CC(C)(C)CC3=O)Nc3ccccc3N2C(=O)c2ccccc2)o1 (stereo not given)	2%

More structures follow.
SMILES	RNase H inhibition
O=C1N=c2ccccc2=C1c1sc(=S)n(C(Cc2ccccc2)C(=O)O)c1O (stereo not given)	5%
Cn1c(=O)c2c([nH]c(=S)n2Cc2ccccc2)n(C)c1=O	8%
Cc1cc(C)cc(NC(=O)C(=O)NCCc2ccccc2)c1	0%
CCC(=O)c1ccc(N2CCN(C(=O)c3cccs3)CC2)c(F)c1	9%
CCC1(c2ccc(Cl)cc2)C(=O)c2ccccc2C1=O	4%
CCOC(=O)c1cc(CC)sc1NC(=O)c1ccc2c(c1)OCCO2	12%
COc1ccc(S(=O)(=O)NC(c2ccccc2)c2ccccc2)cc1	8%
COc1cc2ccccc2cc1C(=O)NCCCNc1ccc([N+](=O)[O-])cc1	9%
O=[N+]([O-])c1ccc(N2CCOCC2)cc1[N+](=O)[O-]	2%
Ic1ccc(OCCCCn2ccnc2)cc1	5%

At a glance, some entries already given.
SMILES	RNase H inhibition
CCc1c(C#N)c(N)nc(SCC(=O)c2cc3ccccc3oc2=O)c1C#N	21%
O=C(Nc1ccc(Cl)c(C(F)(F)F)c1)c1ccco1	10%
N#Cc1ccc(/C=N/NC(=O)COc2ccc(Cl)cc2Cl)cc1	16%
COc1ccc(C=NC2=NN(c3ccccc3)CC2)cc1	8%
COc1ccc(NC(=O)c2cccc(Cl)c2)cc1	6%
Cc1ccc2oc(-c3cc(NC(=O)c4ccc(Cl)cc4Cl)ccc3O)nc2c1	2%
O=C(CC12CC3CC(CC(C3)C1)C2)NC1CCCCC1	1%
CN1C(=O)NC(=O)/C(=C/c2ccc(-c3ccc([N+](=O)[O-])cc3Cl)o2)C1=O	55%*
CCOC(=O)c1cc(CC)sc1/N=C/c1c(O)[nH]c(=O)[nH]c1=O	32%
O=C1NCC2=C1C(c1ccccc1)Nc1ccccc1N2 (stereo not given)	11%
O=C(c1ccc(Br)cc1)N1CCN(c2ccc([N+](=O)[O-])cc2Cl)CC1	8%
Cc1ccc(C2C3=C(CC(C)(C)CC3=O)Nc3ccccc3N2C(=O)c2ccccc2)o1 (stereo not given)	2%
O=C1N=c2ccccc2=C1c1sc(=S)n(C(Cc2ccccc2)C(=O)O)c1O (stereo not given)	5%
Cn1c(=O)c2c([nH]c(=S)n2Cc2ccccc2)n(C)c1=O	8%
Cc1cc(C)cc(NC(=O)C(=O)NCCc2ccccc2)c1	0%
CCC(=O)c1ccc(N2CCN(C(=O)c3cccs3)CC2)c(F)c1	9%
CCC1(c2ccc(Cl)cc2)C(=O)c2ccccc2C1=O	4%
CCOC(=O)c1cc(CC)sc1NC(=O)c1ccc2c(c1)OCCO2	12%
COc1ccc(S(=O)(=O)NC(c2ccccc2)c2ccccc2)cc1	8%

The list continues.
SMILES	RNase H inhibition
COc1ccc(N=C2SC(C(=O)N3CCN(c4ccccn4)CC3)CC(=O)N2C)cc1 (stereo not given)	0%
CC1CCCCCCCCCC/C1=N/O (stereo not given)	19%
CCOc1cc(/C=N/n2cnnc2)cc(Cl)c1O	0%
O=C(Oc1ccc(/C=N/O)cc1)c1ccc(Br)cc1	7%
CC1=C(C(=O)Nc2ccccc2C)C(c2ccc(N(C)C)cc2)NC(=O)N1 (stereo not given)	15%
CCOC(=O)c1cnn2c(C(F)(F)F)c3c(nc12)-c1ccccc1CC3	7%
CCCCNCCCCCCOc1ccc(C(C)(C)C)cc1	13%
CC(=O)Nc1ccc(NC(=S)NC(=O)c2ccccc2F)cc1	7%
COc1ccc(C(=O)N2CCN(CCCc3ccccc3)CC2)cc1OC	15%
Cc1ccc([N+](=O)[O-])cc1-c1ccc(/C=C2/C(=O)NN(c3ccc(F)cc3)C2=O)o1	24%
Cc1cccc(OCC(=O)Nc2ccc(S(=O)(=O)N3CCCCCC3)cc2)c1	9%
COc1cccc(/C=C(\C#N)c2nc(-c3cccs3)cs2)c1	31%
Cc1c(-c2nc(-c3ccccn3)no2)cccc1[N+](=O)[O-]	3%
O=C(Nc1cccc(NC(=O)c2cc([N+](=O)[O-])ccc2Cl)c1)c1ccccc1Cl	4%
Cc1cc([N+](=O)[O-])ccc1-c1ccc(/C=C/c2ccc3cccc(O)c3n2)o1	18%
CCCCCCOC(=O)C1=C(C)NC(=O)NC1c1ccc(F)cc1 (stereo not given)	27%
Cc1cc(C)c(/C=N/NC(=O)c2cccc(Cl)c2)c(C)c1	9%
CC1SC(c2ccccc2)N(Cc2ccccc2)C1=O (stereo not given)	0%
CC1=C(C(=O)OC2CCCC2)C(c2cccc(I)c2)C2=C(CC(C)(C)CC2=O)N1 (stereo not given)	0%
COC(=O)c1ccc(-n2ncnc2-c2ccc(OCc3ccccc3)c(OC)c2)cc1	14%
COc1cc(Br)c(C2NCCc3cc(OC)c(OC)cc32)cc1OC (stereo not given)	2%
C(=N\N(Cc1ccccc1)c1ccccc1)/c1ccncc1	26%
CCCCOc1cccc(NC(=O)CSc2cccc3cccnc23)c1	15%
COC(=O)c1ccc(NC(=S)NC(=O)c2ccc(C)c([N+](=O)[O-])c2)cc1	8%
CCCN1CCC(NCCc2ccc(F)cc2)CC1	1%
CN1CCN(CCCOc2ccc(Br)cc2)CC1	6%
CC(=O)Nc1ccc(S(=O)(=O)NCc2cccnc2)cc1	6%
N#C/C(=C/c1cccc2ccccc12)c1nc(-c2cc3c(ccc4ccccc43)oc2=O)cs1	0%
CC1CCN(c2ccc(C3Nc4ccc5ccccc5c4C4=C3C(=O)CC(C)(C)C4)cc2[N+](=O)[O-])CC1 (stereo not given)	7%
CN(C)c1ccc(/C=C2\N=C(c3cc4ccccc4oc3=O)OC2=O)cc1	12%
CCOC(=O)c1ccccc1NC(=O)c1sc(NC(=O)c2ccc3c(c2)OCO3)c(C(=O)OCC)c1C	31%
CCc1ccccc1N(CC(=O)NCC(C)C)S(C)(=O)=O	0%
CC(C)(NC(=O)NCc1ccccc1)c1cccc(C(C)(C)NC(=O)NCc2ccccc2)c1	0%
Cc1ccc(C)c(NC(=O)c2cccnc2)c1	0%
c1ccc(Nc2nc(-c3ccccn3)cs2)nc1	7%
COc1ccc(Nc2nc(-c3cccc(NC(C)=O)c3)cs2)cc1	7%
COc1ccc(NC(=S)NC(=O)c2cccc(Br)c2)c(OC)c1	3%
COc1cccc(CN2CCN(Cc3ccc4c(c3)OCO4)CC2)c1	11%
Cc1ccc(NCC(=O)N/N=C\c2cc(Br)cc(Br)c2OC(=O)c2cccc(F)c2)cc1	6%
Cc1cccc(NC(=O)/C(C#N)=C\c2ccc(I)o2)c1C	4%
CCc1ccccc1NC(=O)C(=O)NCC(C)O (stereo not given)	0%
C=C1CCc2c([nH]c3ccc(OCC(C)C)cc23)C1=O	7%
O=[N+]([O-])c1ccc(-n2cccc2/C=N/Nc2nnc3c(n2)[nH]c2ccccc23)cc1	5%
COCC(=O)Nc1ccc(Br)cc1C	13%
Cc1cc(C)cc(CSCC(=O)Nc2c(C)cccc2C)c1	14%
CC1(C)CC(=O)C2=C(C1)Nc1ccccc1NC2c1c(Cl)cccc1Cl (stereo not given)	7%
CC/C(=N\N=C(/CC)c1ccccc1N)c1ccccc1N	10%
CCOc1ccccc1C1Nc2ccccc2NC2=C1C(=O)CC(c1ccc(OC)cc1)C2 (stereo not given)	14%
CC(C)c1ccc(CN2CCc3c([nH]c4ccccc34)C2)cc1	1%
CC(=O)Nc1ccc(NS(=O)(=O)c2ccc(F)cc2)cc1	0%

More structures.
SMILES	RNase H inhibition
CCOc1ccccc1C(=O)Nc1ccc(C)cc1C	15%
Cc1cc(Cl)ccc1OC(C)C(=O)Nc1ccc(F)cc1 (stereo not given)	13%
COc1ccc(/C=N/Nc2cc(OC)ncn2)cc1	0%
O=C(CCN1C(=O)/C(=C\c2cccs2)SC1=S)Nc1ccc(Cl)cc1	5%
COc1ccc(-c2n(C)c3ccccc3[n+]2C)cc1O	1%
COc1cccc(Oc2cc(=O)[nH]c(N)n2)c1	5%
Cc1ccccc1OCC(=O)Nc1nc(-c2ccccc2)cs1	10%
O=C(CCC(=O)Nc1ccc(I)cc1)N/N=C/c1cccs1	8%
COC(=O)/C=C1\SC(=Nc2ccccc2OC)NC1=O	2%
COc1ccc2c3c([nH]c2c1)C(=O)CCC3	0%
CS(=O)(=O)N(CC(=O)Nc1ccc(Cl)cc1)c1cccc(Cl)c1	3%
CC12CCC3C(CCC4CCCCC43C)C1CC/C2=N\O (stereo not given)	17%
CN(C)S(=O)(=O)N(C)c1ccccc1	3%
O=C(CN(c1ccc(Br)cc1)S(=O)(=O)c1ccccc1)Nc1ccc(F)cc1	27%
CC(O)c1cccc(NC(=O)c2nn3c(c2Cl)NC(c2ccco2)CC3C(F)(F)F)c1 (stereo not given)	9%
Cc1cc(C)c2nc(Nc3nc4ccccc4c(=O)[nH]3)nc(C)c2c1	11%
O=C(Nc1cccc(Cl)c1)c1ccc(N(CCO)CCO)c([N+](=O)[O-])c1	21%
CC(=O)N1c2ccc(N)cc2C(C)(c2ccccc2)CC1(C)C (stereo not given)	1%
COC(=O)c1ccc(COc2ccc3c(-c4ccccc4)cc(=O)oc3c2C)cc1	6%
CCCC(C)NC(=O)c1ccc(OC)c([N+](=O)[O-])c1 (stereo not given)	0%
COc1ccccc1OCCCOc1ccc(C(C)C)cc1	13%
O=C(NCCCN1CCOCC1)c1ccc(C#Cc2ccccc2)cc1	1%
O=C(Nc1ccc(Cl)c(-c2nc3cc(Cl)ccc3o2)c1)c1ccccc1Cl	11%
C(=N/N1CCN(c2ccccc2)CC1)/c1ccccn1	17%
N#C/C(=C\c1ccc(-c2cccc(Cl)c2)o1)c1ccccc1	31%
Cc1ccc(C)c(N=C2NC(=O)/C(=C/c3ccc(N4CCOCC4)cc3)S2)c1	28%
CCC(=O)N1CCN(S(=O)(=O)c2ccc(C)cc2)C1c1ccc(OC)cc1 (stereo not given)	0%
Cc1cc(Oc2ccc(F)cc2)c(F)cc1[N+](=O)[O-]	13%

From PubChem
